Bioassay records: PubChem BioAssay, Icahn School of Medicine at Mount Sinai
RBX1-CUL1 inh: inhibitors of human ROC1-CUL1 ubiquitin ligase activity; P62877+Q13616; in vitro K48 di-Ub FRET, acceptor:donor ratio, 45 min; inhibition, % at 10 µM; 140,000 compounds, 0.6% hits; in the data active = inhibition above about 25%
Target sequence (P62877 whole entry, looked up): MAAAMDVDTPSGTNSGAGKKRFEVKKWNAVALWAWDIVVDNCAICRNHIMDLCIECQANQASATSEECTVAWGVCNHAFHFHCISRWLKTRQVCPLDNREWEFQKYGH
Target sequence (Q13616 whole entry, looked up): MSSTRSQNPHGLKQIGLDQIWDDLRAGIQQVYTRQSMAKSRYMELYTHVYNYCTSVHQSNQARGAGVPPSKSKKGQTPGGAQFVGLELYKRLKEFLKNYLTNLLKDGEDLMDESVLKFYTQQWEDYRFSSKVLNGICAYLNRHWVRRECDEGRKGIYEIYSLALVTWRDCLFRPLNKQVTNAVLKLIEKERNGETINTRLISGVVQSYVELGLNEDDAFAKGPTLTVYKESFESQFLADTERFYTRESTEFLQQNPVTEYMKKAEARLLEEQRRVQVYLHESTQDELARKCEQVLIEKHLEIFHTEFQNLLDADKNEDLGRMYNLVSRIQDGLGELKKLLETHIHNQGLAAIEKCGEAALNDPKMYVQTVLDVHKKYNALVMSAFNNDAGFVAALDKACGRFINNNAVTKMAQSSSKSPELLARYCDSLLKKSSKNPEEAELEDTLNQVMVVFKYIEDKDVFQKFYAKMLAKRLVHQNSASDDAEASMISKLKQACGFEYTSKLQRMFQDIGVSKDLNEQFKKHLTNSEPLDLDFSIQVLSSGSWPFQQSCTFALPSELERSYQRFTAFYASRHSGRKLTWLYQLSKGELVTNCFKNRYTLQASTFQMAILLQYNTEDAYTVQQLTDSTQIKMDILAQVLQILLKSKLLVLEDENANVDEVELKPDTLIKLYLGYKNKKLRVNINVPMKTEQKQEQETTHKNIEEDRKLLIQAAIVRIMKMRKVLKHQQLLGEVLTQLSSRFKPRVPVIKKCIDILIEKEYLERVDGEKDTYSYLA
Starred values were filed as active, the others as inactive. These rows are one share of the data, so the mix of outcomes need not match the whole.

SMILES | RBX1-CUL1 inh
COCCN1C(=O)CC(CC(=O)N2CCCC(C(=O)c3ccccc3)C2)(c2ccccc2F)C1=O (stereo not given) | -17
COc1cc(C=C2C(=O)NC(=S)NC2=O)ccc1OCc1cccs1 | 1
CCN(c1ccccc1)S(=O)(=O)c1ccc(NC(=O)c2cc(=O)c3cc(C)ccc3o2)cc1 | -4
COc1ccc(NC(=O)COc2cc(Cl)ccc2Cl)c(OC)c1 | 1
O=C(COC(=O)c1ccccc1F)Nc1ccc2c(c1)OCO2 | 2
CC1CCN(S(=O)(=O)N2CCN(c3ccc(F)cc3)CC2)CC1 | -3
CCOC(=O)C1(Cc2ccccc2)CCCN(Cc2cccn2-c2nccs2)C1 (stereo not given) | -8
CCc1nnc(NC(=O)CSc2nc3c([nH]c4ccccc43)c(=O)n2-c2ccc(C)cc2)s1 | -1
CCOc1ccccc1NC(=O)C(C)C | 4
CCOc1ccc(S(=O)(=O)Oc2cccc(Cl)c2Cl)cc1 | 3
O=C(c1ccc(S(=O)(=O)N2CCCCC2)cc1)N1CCN(Cc2ccc3c(c2)OCO3)CC1 | 3
CSC(=NC#N)Sc1ccccc1F | -2
COc1ccccc1NC(=O)CCn1cnc2onc(-c3ccc(F)cc3)c2c1=O | 3
COc1ccc(C(CNC(=O)COc2cc(C)c(Cl)c(C)c2)N2CCCCC2)cc1 (stereo not given) | -2
CCOCC(O)CNC(=O)c1cc(Cl)ccc1OC1CCN(C(C)=O)CC1 (stereo not given) | 0
CNC(=O)c1ccc(C2CCCN2C/C=C/c2ccccc2OC)s1 (stereo not given) | 4
CC1=C(c2ccc(C)c(C)c2)S(=O)(=O)N(Cc2ccc(C(=O)NCc3cccc(C)c3)cc2)C1=O | -6
COc1cc(Cl)c(C)cc1NC(=O)CCc1nc2cccnc2n1-c1ccccc1 | -2
CC(C)CCNC(=O)c1ccc2c(c1)N(Cc1ccccc1F)C(=O)c1ccccc1S2=O (stereo not given) | 4
CCOC(=O)c1cccc(NC(=O)c2cc3c(Cl)nc4ccc(C)cc4c3s2)c1 | 2

Ordered by heavy-atom count (smallest number first): 3 of the compounds above.
SMILES | RBX1-CUL1 inh
CSC(=NC#N)Sc1ccccc1F | -2
COc1cc(Cl)c(C)cc1NC(=O)CCc1nc2cccnc2n1-c1ccccc1 | -2
O=C(c1ccc(S(=O)(=O)N2CCCCC2)cc1)N1CCN(Cc2ccc3c(c2)OCO3)CC1 | 3

The list continues:
SMILES | RBX1-CUL1 inh
CC(O)CNCc1c(F)cccc1Cl (stereo not given) | 5
CC(C)C1=Nn2c(nnc2-c2ccc(Cl)cc2)SC1 | 0
Cc1ccc(O)c(NC(=O)Cc2ccccc2)c1 | 2
COc1ccc(Cn2ccc3c(cnc4ncnn43)c2=O)cc1 | -2
CCC(C)n1c(=O)c2sccc2n2c(CCCC(=O)Nc3ccc(F)cc3)nnc12 (stereo not given) | 2
N=C(N)SCc1nc2ccccc2n1CCc1ccccc1 | 1
N#Cc1ccc(-c2csc(N(NC(=O)c3ccc(Br)cc3)C(=O)c3ccccc3)n2)cc1 | -5
C(=C1Sc2ccccc2S1)c1ccco1 | 57*
Cc1cccc(N2CCN(C(=O)c3ccc(CS(=O)c4cccc(Cl)c4)o3)CC2)c1C (stereo not given) | 1
CC(C)N(C)Cc1nnnn1CC(=O)N(C)CCc1nc2ccccc2[nH]1 | -3
Cc1ccc(-c2nnc3ccccc3c2C(=O)Nc2cccc(C(F)(F)F)c2)cc1 | 0
Cc1nc(N2CCCCC2)nc2c1C(=O)CC(C)C2 (stereo not given) | -9
N#Cc1c(NC(=O)/C=C/c2ccco2)sc2c1CCC2 | -6
Cc1ccc(-c2cc3ncc(C(=O)c4cc(Cl)c(C)cc4O)cn3n2)cc1 | -11
O=C(OCc1nc2ccccc2s1)c1ccc(Cl)cc1 | 1
CCOC(=O)c1cccc(NC(=O)c2cc(S(=O)(=O)N3CCCCCC3)cn2C)c1 | -4
Cn1c(=O)n(CC(=O)O)c(=O)c2c1nc1n2CCCN1c1ccc(Cl)cc1 | -17
CCCN(CCC)CCNC(=O)Cn1cnc2sc(C)c(S(=O)(=O)N3CCN(c4ccccc4OC)CC3)c2c1=O | 10
Cc1ccc(/C=C/c2onc(C)c2S(=O)(=O)N2CCC(C(=O)Nc3ccc(Br)c(C)c3)CC2)cc1 | -1
Cc1cccc(NC(=O)CSc2nccn2-c2cccc(Cl)c2)c1C | -8
Cc1ccc(N(C)C(=O)Cn2cc(S(=O)(=O)N3CCCC3)c(S(=O)(=O)N3CCCC3)c2)cc1 | 11
Cc1ccc(C)c(C(=O)N2CCC(c3nc4c(nnn4Cc4ccccc4)c(=O)[nH]3)CC2)c1 | -4
COCCNc1cc(N2CCN(C3CCCCC3)CC2)c2noc3c2c1C(=O)c1ccccc1-3 | -13
CCCCCOC(=O)c1ccc(N2C(=O)c3ccc(C(=O)OC(CCCC)C(=O)c4ccc(-c5ccccc5)cc4)cc3C2=O)cc1 (stereo not given) | -1
COc1ccc(CN2C(=O)C3(OCCO3)c3ccccc32)cc1 | 6
CCn1ccc2cc(S(=O)(=O)N3CCCN(C(=O)Nc4cc(Cl)ccc4C)CC3)ccc21 | -3
CCn1c(C(=O)Nc2ccc(C)cc2C)cc2sc(Cl)cc21 | 1
COc1ccc(-n2ncc(C(=O)NCc3ccco3)c2C2CCN(C(=O)OC(C)(C)C)CC2)cc1 | 7
Cc1ncc(C)[n+]2c([S-])nn(C)c12 | -9
O=C(CCNc1ncnc2nc[nH]c12)Oc1cccc(Cl)c1 | 0
COc1ccc(C2CC(=O)C3C=C(c4nc(-c5ccc(Cl)cc5)cs4)C(=O)N=C3C2)cc1 (stereo not given) | 3
COC(=O)c1ccccc1NC(=O)CSc1nc(-c2ccc(F)cc2)cs1 | -1
Cc1cccc(NC(=O)N2CCN(c3ccccc3)CC2)c1 | -10
CCc1nn(CC(=O)N2CCCCC2)c(=O)c2cc3sccc3n12 | 3
Cc1cccc2cc(C#N)c(SCC(=O)Nc3cccc(C(F)(F)F)c3)nc12 | -2
Cc1cccc(NC(=O)c2ccc(CN3CCCC3)cc2)c1 | 8
CCOc1ccc(S(=O)(=O)N(C(=O)c2ccncc2)c2ccc3oc(C)c(C(=O)OC)c3c2)cc1 | 2
CCOC(=O)C1CCN(C(=O)CSc2c3c(nc4ccc(Cl)cc24)CCCC3)CC1 | 17
CCN1CCC(NC(=O)COc2ccc(Cl)c(C)c2)CC1 | 2
COCCN1C(=O)NC(Cc2ccc(F)cc2)(C2CCN(C(=O)C#Cc3ccccc3)CC2)C1=O (stereo not given) | 0
CCC(C)NC(=O)NC1(C(F)(F)F)Oc2ccc(Cl)cc2O1 (stereo not given) | 1
CC(=O)c1ccc(N2CCN(Cc3ccoc3)CC2)cc1 | 4
COc1ccccc1NC(=O)C(C)C | 6
COc1ccc(-c2nc3c(c(SCC(=O)Nc4cccc(O)c4)n2)Cc2c(CO)cnc(C)c2O3)cc1 | 1
COCc1nc2cc(NC(=O)Cc3ccccc3)cc(C(=O)N(C)Cc3csc(C)n3)c2n1C | 3
O=S(=O)(Cc1c(F)cccc1Cl)NCc1ccccc1 | -2
COC(=O)C(NC(=O)c1ccc(F)cc1)(Nc1ncc(S(=O)(=O)c2ccc([N+](=O)[O-])cc2)s1)C(F)(F)F (stereo not given) | -7
COc1cc(OC)cc(C(=O)OCC(C)(C)NC(=O)c2c(-c3c(Cl)cccc3Cl)noc2C)c1 | 1
C=C(C)CC1(Nc2ccc(C)cc2C)CCC(c2ccccc2)CC1 (stereo not given) | -16
COC(=O)C1CCN(C(=O)c2ccc(N(Cc3ccccc3Cl)S(C)(=O)=O)cc2)CC1 | 3
Following part
SMILES | RBX1-CUL1 inh
CC(=O)c1ccc(NC(=O)c2nc3nc(C)cc(C(F)F)n3n2)cc1 | 2
Cc1cnc(CCNCc2c(C(=O)N3CCCCC3)nc3c(C)cccn23)[nH]1 | 2
CCc1ccc2oc(-c3cccc(NC(C)=O)c3)nc2c1 | 4
Cc1cccn2c(=O)c3cc(C(=O)Nc4ccc(Cl)c(Cl)c4)sc3nc12 | 1
Cc1ccc(NC(=S)NC(=O)C(C)C)cc1Cl | 0
C1=C(c2ccccc2)N2C(=NN=C(c3ccccc3)C2c2ccccc2)S1 (stereo not given) | 41*
CCOCCCNC(=O)C(c1ccc(OC)cc1)N(Cc1cccs1)C(=O)CNC(C)=O (stereo not given) | 5
CSc1nc(C(=O)NCc2nc(-c3cccc(NC(=O)CCc4cccnc4)c3)oc2C)cs1 | -4
CCOCCn1c(=O)c2c(nc3n2CCN3c2cc(C)ccc2C)n(C)c1=O | -9
COc1ccc(C(=O)Nc2ccc(-c3noc(/C=C/c4ccccc4)n3)cc2)cc1 | -6
Cc1nn(C(=O)c2ccc(NC(=O)C(C)C)cc2)c(C)c1C | -5
CCCCN(C(=O)c1ccc(F)cc1)C1CC2CCC(C1)N2C (stereo not given) | 0
c1ccc(-c2noc(CN3CCc4[nH]ncc4C3)n2)nc1 | 6
Cc1ccc(CNC2CC(C)(C)Cc3nc(N4CCOCC4)ncc32)s1 (stereo not given) | 0
O=C(COc1ccc(C(=O)Nc2cccc(C(F)(F)F)c2)cc1)Nc1ccc(F)cc1 | 7
CCOC(=O)C1=C(C)N=c2s/c(=C\c3ccc(N(CC)CC)cc3O)c(=O)n2C1c1ccc(Br)cc1 (stereo not given) | 49*
CC(C)c1ccc2occ(CC(=O)N(Cc3ccc(F)cc3)C3CCS(=O)(=O)C3)c2c1 (stereo not given) | 1
N#Cc1ccc(-c2cccs2)nc1SCC(=O)Nc1ncccn1 | 5
CCC(CC)n1ncc2[nH]c(-c3ccncc3)nc21 | 2
O=C1CSC(=NC2CCCCC2)N1c1ccccc1 | -10
CC(=O)c1snc(-c2ccc(F)cc2)c1N | -2
O=C(Nc1cc(Sc2ccccc2)cc([N+](=O)[O-])c1)c1ccc(F)cc1 | -2
Cc1ccccc1Cn1cc(/C=C2/C(=N)N3C(c4ccc(F)cc4)=CSC3=NC2=O)c2ccccc21 | -5
CC(C)(C)c1cc(C(N)=S)cc(C(C)(C)C)c1O | 7
Cc1ccc(-c2nc(S(=O)(=O)c3ccc(C)cc3)c(SCC(=O)Nc3ccc(F)cc3)o2)cc1 | 4
Nc1c(C(=O)NCCc2ccccc2)sc2ncccc12 | 1
CCc1ccc2oc(-c3cc(N=Cc4c(O)c(OC)cc(Br)c4Br)ccc3O)nc2c1 | 18
CCN(CC)c1ccc(-n2nc3cc(C)c(NC(=O)c4ccccc4F)cc3n2)cc1 | 4
COc1ccc(C(=O)Oc2cccc(O)c2)cc1OC | -4
O=C(c1ccc2c(c1)N(Cc1ccc(F)cc1)C(=O)c1ccccc1S2(=O)=O)N1CCCCC1 | 2
CC(C)(C)C1=CC(=C2C=C(C(C)(C)C)C(=O)C(C(C)(C)C)=C2)C=C(C(C)(C)C)C1=O | -1
CC(=O)Nc1ccc(OCCOC(=O)C2C(C)=NC(C)=C(C(=O)OC/C=C/c3ccccc3)C2c2cccc([N+](=O)[O-])c2)cc1 (stereo not given) | -5
Cc1nc2nc(NC(=O)C(C)(C)C)[nH]n2c(=O)c1Cc1ccccc1 | -7
CCn1cc(-c2cc(C(=O)O)c3ccccc3n2)c(C)n1 | -2
O=C(CSc1nc(-c2ccccc2)[nH]c1-c1ccccc1)Nc1ccc2c(c1)OCCO2 | -3
O=C(NC1CCCC1)C1CCCN(C2CCN(Cc3ccncc3)CC2)C1 (stereo not given) | -6
Cc1nnc(SCC(=O)Nc2ccc(Cl)c(C(F)(F)F)c2)s1 | -15
CC1=Nc2nc(CCCO)nn2C(c2ccncc2)C1C(=O)Nc1ccccc1C (stereo not given) | -9
CCS(=O)(=O)c1oc(-c2ccc(F)cc2)nc1S(=O)(=O)c1ccccc1 | -2
Cc1cc(CNC(=O)c2ccc(C3CCCN3Cc3nccs3)s2)n[nH]1 (stereo not given) | 4
CCOc1ccc(NC(=O)Cn2c3ncccc3c(=O)n2-c2ccc(CC)cc2)cc1 | -12
O=C(C(=O)N1CCN(C(=O)c2ccco2)CC1)N1CCN(C(=O)c2ccco2)CC1 | 3
Cn1c(SCC(=O)NCc2ccco2)nnc1-c1cccc(Cl)c1 | -4
COC(=O)c1ccc(Cl)cc1NC(=O)N1CCCn2nc(C)cc21 | -10
C=Cc1ccccc1C=C(c1ccccc1)c1ccccc1 | -2
COc1ccc(-c2nnc(SCC(=O)N(C)Cc3ccccc3)o2)cc1OC | 9
COc1ccc(NC(=O)c2ccc(OC(F)F)c(OC)c2)cc1Cl | -12
O=c1cc(C2CCN(Cc3coc(-c4ccccc4)n3)CC2)nc[nH]1 | 19
c1cncc(-c2nn3c(-c4ccncc4)nnc3s2)c1 | 8
COc1cc(/C=N/Nc2nc(N3CCOCC3)nc(N3CCOCC3)n2)ccc1OCc1ccc(Cl)cc1Cl | 12
O=c1oc(-c2ccc(F)cc2)nc2sc3c(c12)CCCCCCCCCC3 | -13
Cc1ccc(S(=O)(=O)Nc2ccc(C(C)(C)C)cc2C(C)(C)C)cc1 | 1

By substructure, the compounds so far containing an aryl thioether with sulfur outside any ring.
SMILES | RBX1-CUL1 inh
CCc1nnc(NC(=O)CSc2nc3c([nH]c4ccccc43)c(=O)n2-c2ccc(C)cc2)s1 | -1
Cc1cccc(NC(=O)CSc2nccn2-c2cccc(Cl)c2)c1C | -8
COC(=O)c1ccccc1NC(=O)CSc1nc(-c2ccc(F)cc2)cs1 | -1
Cc1cccc2cc(C#N)c(SCC(=O)Nc3cccc(C(F)(F)F)c3)nc12 | -2
CCOC(=O)C1CCN(C(=O)CSc2c3c(nc4ccc(Cl)cc24)CCCC3)CC1 | 17
COc1ccc(-c2nc3c(c(SCC(=O)Nc4cccc(O)c4)n2)Cc2c(CO)cnc(C)c2O3)cc1 | 1
CSc1nc(C(=O)NCc2nc(-c3cccc(NC(=O)CCc4cccnc4)c3)oc2C)cs1 | -4
N#Cc1ccc(-c2cccs2)nc1SCC(=O)Nc1ncccn1 | 5
O=C(Nc1cc(Sc2ccccc2)cc([N+](=O)[O-])c1)c1ccc(F)cc1 | -2
Cc1ccc(-c2nc(S(=O)(=O)c3ccc(C)cc3)c(SCC(=O)Nc3ccc(F)cc3)o2)cc1 | 4
O=C(CSc1nc(-c2ccccc2)[nH]c1-c1ccccc1)Nc1ccc2c(c1)OCCO2 | -3
Cc1nnc(SCC(=O)Nc2ccc(Cl)c(C(F)(F)F)c2)s1 | -15
Cn1c(SCC(=O)NCc2ccco2)nnc1-c1cccc(Cl)c1 | -4
COc1ccc(-c2nnc(SCC(=O)N(C)Cc3ccccc3)o2)cc1OC | 9
